Screening data from PubChem.
Anthrax LF inh2: inhibitors of Bacillus anthracis lethal factor protease; hit rate 0.12% among 360,000; inhibition, % at 10 µM; P15917; multiplex microsphere protease cleavage assay, LF; in the data active means inhibition above about 30%; further: plate controls were buffer without enzyme for full effect and enzyme alone for no effect
MazEF act: activators of E. coli MazEF toxin-antitoxin RNase | activation, % at 20 µM | P0AE70 | hit rate 0.32% among 350,000 | FAM/BHQ RNA-DNA oligo cleavage fluorescence, 5 h; in the data active means activation above about 50%
Rv3671c protease: inhibits the M. tuberculosis serine protease Rv3671c; P9WHR9; inhibition, % at 5.96 µM; hit rate 0.048% among 320,000; in the data active means inhibition above about 38%;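 further: extracellular domain of Rv3671c used as enzyme; 0% = enzyme with DMSO and 100% = no enzyme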
PriA SSB inh: inhibitors of Klebsiella pneumoniae PriA binding to SSB C-terminal tail. AID 1272365. AlphaScreen SSBct-PriA binding, biotinylated peptide. inhibition, % at 33 µM. hit rate 0.6% among 430,000; in the data active means inhibition mostly above about 37%, no sharp cut-off; inactive means mostly below about 20%;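 further: plate controls were negative control peptide for no effect and reference peptide for full effect; strong numbers were not always called active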
Vc quorum ag: quorum light induction in luxS cqsA deficient V. cholerae | V. cholerae BH1578 lux reporter, luminescence, 6 h | activation, % at 18.7 µM | hit rate 0.16% among 350,000 | AID 588436; in the data active means activation mostly above about 9.7%, no sharp cut-off; further: not every result past the cut was called active; inactives centre near 0; reference of the scale not given here
VHR inh abs: inhibitors of human VHR1 phosphatase (DUSP3); hit rate 0.52% among 290,000; inhibition, % at 13.3 µM; recombinant VHR phosphatase, pNPP absorbance; P51452; in the data active means inhibition above about 50%; further: some compounds called inactive have numbers as strong as hits
PfHsp40 yeast: rescue of PfHsp40-mediated yeast toxicity. S. cerevisiae expressing PfHsp40, growth rescue, ATP luminescence. growth rescue, % at 12.5 µM. hit rate 0.68% among 340,000. AID 504582; in the data active means growth rescue above about 28%, passing the limit was not always enough;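 further: yeast W303a lacking pdr1 and pdr3 grown in galactose medium; growth measured after three days at 30 °C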
Yp Topo-I inh: blocks Yersinia pestis topoisomerase I activity | activity, % at 10 µM | AID 504884 | Y. pestis Topo-I cleavage product accumulation, plate reader | hit rate 0.064% among 360,000; in the data active means activity above about 50%, passing the limit was not always enough; further: inactives centre near 2
SARS 3CLpro inh: SARS-CoV 3CLpro protease inhibition | recombinant SARS-CoV 3CLpro, quenched FRET peptide cleavage | hit rate 0.14% among 290,000 | inhibition, % at 6 µM | P0C6X7; in the data active means inhibition above about 12%
TcdB GH inh: TcdB glycohydrolase inhibition | P18177 | TcdB glycohydrolase enzymatic assay, plate reader | inhibition, % at 9.99 µM | hit rate 0.24% among 350,000 | AID 652162; in the data active means inhibition above about 10%
Target sequence (P18177 whole entry, looked up): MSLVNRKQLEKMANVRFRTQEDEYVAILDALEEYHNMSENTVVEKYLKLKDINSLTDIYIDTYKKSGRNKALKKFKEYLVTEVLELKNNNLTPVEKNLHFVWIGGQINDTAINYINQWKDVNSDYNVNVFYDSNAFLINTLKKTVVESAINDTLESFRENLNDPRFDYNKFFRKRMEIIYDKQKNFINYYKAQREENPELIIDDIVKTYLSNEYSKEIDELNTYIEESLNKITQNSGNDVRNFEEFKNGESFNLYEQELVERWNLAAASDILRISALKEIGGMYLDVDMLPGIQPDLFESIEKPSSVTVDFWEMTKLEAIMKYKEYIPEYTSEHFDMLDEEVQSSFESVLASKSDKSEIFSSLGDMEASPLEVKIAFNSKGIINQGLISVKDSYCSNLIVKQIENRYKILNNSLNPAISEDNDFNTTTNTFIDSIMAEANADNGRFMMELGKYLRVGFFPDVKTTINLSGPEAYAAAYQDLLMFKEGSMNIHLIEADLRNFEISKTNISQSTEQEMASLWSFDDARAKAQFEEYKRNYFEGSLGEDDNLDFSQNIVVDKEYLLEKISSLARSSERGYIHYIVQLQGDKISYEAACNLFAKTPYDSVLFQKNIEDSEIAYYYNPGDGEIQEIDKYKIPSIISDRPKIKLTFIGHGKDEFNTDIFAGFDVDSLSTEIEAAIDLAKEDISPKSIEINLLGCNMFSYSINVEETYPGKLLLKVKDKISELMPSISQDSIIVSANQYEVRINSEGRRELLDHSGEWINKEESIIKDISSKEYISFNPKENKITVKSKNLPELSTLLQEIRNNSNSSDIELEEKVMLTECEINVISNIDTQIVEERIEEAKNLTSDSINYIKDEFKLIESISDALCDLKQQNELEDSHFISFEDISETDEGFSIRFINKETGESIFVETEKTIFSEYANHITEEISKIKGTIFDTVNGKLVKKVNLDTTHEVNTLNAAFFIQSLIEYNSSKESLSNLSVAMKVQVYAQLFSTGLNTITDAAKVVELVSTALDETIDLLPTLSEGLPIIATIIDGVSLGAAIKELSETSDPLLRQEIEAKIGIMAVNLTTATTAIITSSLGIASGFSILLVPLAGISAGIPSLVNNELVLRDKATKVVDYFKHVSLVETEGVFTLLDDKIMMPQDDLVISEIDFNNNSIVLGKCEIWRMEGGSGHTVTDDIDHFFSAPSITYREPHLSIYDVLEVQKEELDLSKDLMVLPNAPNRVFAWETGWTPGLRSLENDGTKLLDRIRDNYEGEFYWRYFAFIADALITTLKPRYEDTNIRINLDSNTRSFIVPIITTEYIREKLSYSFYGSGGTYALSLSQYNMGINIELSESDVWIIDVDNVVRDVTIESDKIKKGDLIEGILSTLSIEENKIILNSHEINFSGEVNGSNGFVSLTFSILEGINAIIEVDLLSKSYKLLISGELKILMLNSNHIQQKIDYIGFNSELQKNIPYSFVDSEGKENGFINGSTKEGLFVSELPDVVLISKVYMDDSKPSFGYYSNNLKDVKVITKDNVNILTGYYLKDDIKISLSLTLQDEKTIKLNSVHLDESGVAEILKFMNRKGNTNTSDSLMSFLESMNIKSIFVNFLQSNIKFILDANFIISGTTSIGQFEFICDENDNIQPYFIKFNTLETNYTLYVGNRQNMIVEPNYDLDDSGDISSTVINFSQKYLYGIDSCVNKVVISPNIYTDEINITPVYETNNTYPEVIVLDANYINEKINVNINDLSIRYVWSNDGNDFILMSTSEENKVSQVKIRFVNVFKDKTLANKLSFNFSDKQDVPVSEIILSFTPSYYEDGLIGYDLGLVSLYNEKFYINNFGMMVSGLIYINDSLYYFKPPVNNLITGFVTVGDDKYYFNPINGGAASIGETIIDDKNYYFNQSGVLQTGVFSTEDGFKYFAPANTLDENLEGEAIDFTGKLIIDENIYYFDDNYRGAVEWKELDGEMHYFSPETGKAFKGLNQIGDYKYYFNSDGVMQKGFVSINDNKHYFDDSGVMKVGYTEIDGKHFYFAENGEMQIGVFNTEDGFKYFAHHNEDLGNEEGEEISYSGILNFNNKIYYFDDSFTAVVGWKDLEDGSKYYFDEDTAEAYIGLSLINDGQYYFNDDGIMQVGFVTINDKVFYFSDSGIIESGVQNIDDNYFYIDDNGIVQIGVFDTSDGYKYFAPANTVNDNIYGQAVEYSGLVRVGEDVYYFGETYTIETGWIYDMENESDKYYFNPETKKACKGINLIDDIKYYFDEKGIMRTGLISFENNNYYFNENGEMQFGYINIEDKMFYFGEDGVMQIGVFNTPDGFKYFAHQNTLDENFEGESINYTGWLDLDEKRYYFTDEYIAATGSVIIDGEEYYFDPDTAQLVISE
* marks the source's active call; other numbers are inactive results; i = inactive; · = not tested or not shown. The list is partial. The share of hits here may be higher or lower than overall.

Each structure is followed by: Anthrax LF inh2 | MazEF act | Rv3671c protease | PriA SSB inh | Vc quorum ag | VHR inh abs | PfHsp40 yeast | Yp Topo-I inh | SARS 3CLpro inh | TcdB GH inh
COC(=O)C1=C(C)Nc2c(c(=O)n(C)c(=O)n2C)C1c1cccs1 (stereo not given)
    -8 | 7 | -7 | -3 | -0.7 | 46 | -1.1 | 3 | 3 | ·
O=C(NC1CCCC1)C(NS(=O)(=O)c1ccc(Br)s1)c1ccccc1 (stereo not given)
    -1 | 2 | 4 | 3 | 0.8 | 1 | 0.0 | 10 | 0 | 1.3
O=C(COC(=O)c1cccs1)Nc1ccc(F)c(F)c1
    · | -1 | -3 | 1 | -1.6 | · | 1.5 | -10 | · | 0.9
CCOC(=O)c1c(NC(=O)C(c2ccccc2)c2ccccc2)sc2c1C1CCN2CC1
    -1 | -7 | -13 | 21 | -0.1 | 26 | -0.6 | -8 | -1 | ·
COc1ccc(CN(CC2CCC(C(=O)O)CC2)C(=S)Nc2ccc(C)c(Cl)c2)cc1 (stereo not given)
    -5 | 1 | -1 | 2 | -0.1 | -11 | 0.1 | 10 | 2 | 5.8
COC(=O)[C@]1(Cc2ccccc2)N[C@H](CN(C)C(=O)NC(C)C)[C@@H]2C(=O)N(Cc3ccccc3)C(=O)[C@@H]21
    3 | 3 | 5 | -5 | -0.9 | · | 0.1 | -1 | · | 0.5
COc1ccc(NC(=O)c2cc3nc(-c4ccccc4)cc(-c4ccccc4)n3n2)c(OC)c1
    1 | -17 | 3 | -2 | 10 | 3 | 0.6 | 2 | -2 | ·
CCn1cc(C(=O)NC(C)C23CC4CC(CC(C4)C2)C3)cn1 (stereo not given)
    1 | -1 | -1 | -7 | -0.2 | -4 | 0.6 | -3 | 1 | 1.5
O=C(CSc1nc2ccccc2c(=O)n1CCCN1CCOCC1)NC12CC3CC(CC(C3)C1)C2
    -8 | 6 | -4 | -6 | i | 18 | -1.5 | 21 | -2 | 1.8
COc1ccc(S(=O)(=O)NC2CC2)cc1Br
    -20 | 7 | 2 | -7 | -0.9 | 13 | -0.7 | 1 | -3 | -2.0

Profiles from above. Order of values: Anthrax LF inh2, MazEF act, Rv3671c protease, PriA SSB inh, Vc quorum ag, VHR inh abs, PfHsp40 yeast, Yp Topo-I inh, SARS 3CLpro inh, TcdB GH inh
`COC(=O)[C@]1(Cc2ccccc2)N[C@H](CN(C)C(=O)NC(C)C)[C@@H]2C(=O)N(Cc3ccccc3)C(=O)[C@@H]21` is listed with 3, 3, 5, -5, -0.9, ·, 0.1, -1, ·, 0.5
`COc1ccc(NC(=O)c2cc3nc(-c4ccccc4)cc(-c4ccccc4)n3n2)c(OC)c1` is listed with 1, -17, 3, -2, 10, 3, 0.6, 2, -2, ·
`CCn1cc(C(=O)NC(C)C23CC4CC(CC(C4)C2)C3)cn1` (stereo not given) is listed with 1, -1, -1, -7, -0.2, -4, 0.6, -3, 1, 1.5
`O=C(COC(=O)c1cccs1)Nc1ccc(F)c(F)c1` is listed with ·, -1, -3, 1, -1.6, ·, 1.5, -10, ·, 0.9

The main list resumes, repeating the two entries before the break.
Each structure is followed by: Anthrax LF inh2 | MazEF act | Rv3671c protease | PriA SSB inh | Vc quorum ag | VHR inh abs | PfHsp40 yeast | Yp Topo-I inh | SARS 3CLpro inh | TcdB GH inh
O=C(CSc1nc2ccccc2c(=O)n1CCCN1CCOCC1)NC12CC3CC(CC(C3)C1)C2
    -8 | 6 | -4 | -6 | i | 18 | -1.5 | 21 | -2 | 1.8
COc1ccc(S(=O)(=O)NC2CC2)cc1Br
    -20 | 7 | 2 | -7 | -0.9 | 13 | -0.7 | 1 | -3 | -2.0
CCCNC(=O)C1(C)CCN(CCS(=O)(=O)c2ccc(C)cc2)C1 (stereo not given)
    -5 | · | · | · | -0.4 | · | · | -4 | · | 0.6
O=C(Cn1nnc(-c2cc(Cl)ccc2-n2cnnn2)n1)N1CCCc2ccccc21
    2 | -3 | -5 | -8 | · | 9 | 0.4 | -1 | -4 | ·
O=C(CSc1ccc2nnc(-c3cccnc3)n2n1)Nc1ccccc1C(F)(F)F
    -1 | 3 | 2 | -13 | -0.6 | 24 | -0.8 | 0 | 1 | 1.3
Cc1ccc(C)c(S(=O)(=O)N2CCCCC2CCNC(=O)C(=O)NCCc2ccco2)c1 (stereo not given)
    -1 | -1 | 2 | -7 | i | · | 10 | 36 | · | 0.0
CC1(C)CC(=O)C2=C(C1)N=C1SCCC(=O)N1C2c1ccccc1 (stereo not given)
    0 | 9 | -8 | -4 | -0.4 | 14 | 0.1 | -1 | -7 | -7.9
O=c1[nH]c(C2CCN(S(=O)(=O)c3ccc([N+](=O)[O-])cc3)CC2)nc2c1nnn2Cc1ccccc1
    -9 | 6 | 7 | 10 | -0.1 | 24 | 2.2 | 32 | 4 | 0.9
CCCNC(=O)C1CCN(S(=O)(=O)c2ccc3c(c2)OCCO3)CC1
    2 | -3 | -1 | -3 | i | · | -0.7 | 1 | · | 2.4
C=CCn1c(C)cc(C(=O)COC(=O)CNC(=O)c2ccccc2)c1C
    -2 | 10 | -8 | 4 | -0.3 | -2 | 0.1 | 1 | -5 | 1.9
O=C(NCc1ccncc1)C1CCN(S(=O)(=O)c2ccc(F)cc2)CC1
    5 | 6 | -11 | -1 | i | 8 | -1.0 | 14 | -3 | 1.0
COc1ccc(/C=N/NC(=O)CSCc2ccc([N+](=O)[O-])cc2)cc1OC
    0 | 10 | 8 | · | -0.2 | 7 | 1.3 | -2 | 0 | ·
CCCC(=O)N(CCN1CCOCC1)c1nc2c(OCC)cccc2s1
    -3 | 6 | -2 | 0 | -0.5 | -3 | -1.1 | 11 | -2 | ·
CSc1ccccc1NC(=O)CN(C)CC(=O)c1c(C)[nH]c2ccccc12
    4 | 4 | 2 | -4 | i | · | -0.7 | 9 | · | 1.7
COc1ccc(Nc2nc(N)nc(CN3CCc4ccccc4C3)n2)cc1
    -7 | 5 | 3 | 16 | -0.5 | 29 | 0.0 | 0 | 1 | 0.8
Cc1ccccc1C(=O)O/N=C1\CCS(=O)(=O)c2sccc21
    1 | 16 | -1 | · | -3.8 | 6 | -0.2 | 14 | 4 | ·
COc1cccc(Cn2c(=O)c3[nH]cnc3n(-c3ccccc3C)c2=O)c1
    -6 | 5 | 4 | -9 | i | 32 | 0.6 | -2 | -6 | 2.9
C=CCN1C(=O)/C(=C\c2cc(Br)c(OCc3ccccn3)c(OC)c2)SC1=S
    2 | -5 | 5 | 5 | 0.8 | 6 | -0.8 | 0 | -1 | -0.4
Cc1nnc(SCC(=O)Nc2ncc(Cc3ccc(F)cc3)s2)n1N
    -2 | 3 | 0 | -1 | 0.5 | 11 | 1.1 | -3 | -10 | ·
CC(C)c1ccc2c(c1)C(N1CCNCC1)Cc1ccc(F)cc1S2 (stereo not given)
    · | 17 | -2 | 8 | · | · | · | · | · | 5.3
Cc1ccc(/C=C2/SC(=O)NC2=S)o1
    -3 | -34 | · | -21 | -0.2 | 20 | 3.1 | -22 | 2 | ·
CN(C)S(=O)(=O)c1ccc2nnn(OCC(=O)NC34CC5CC(CC(C5)C3)C4)c2c1
    6 | 1 | -9 | 1 | -0.2 | -4 | -0.3 | 16 | -2 | ·
CCOC(=O)c1c(C)oc2cc(Br)c(OC)cc12
    -1 | 7 | 6 | -18 | i | 15 | 0.6 | -4 | -4 | ·
C=CCN(CC=C)S(=O)(=O)c1ccc(NC(=S)NC(=O)Cc2ccc(OC)cc2)cc1
    -4 | -2 | -45 | 1 | -0.4 | 20 | -0.4 | 1 | 5 | ·
CC(=O)N1CCc2cc(S(=O)(=O)CCC(=O)N(C)c3cc(C)ccc3C)ccc21
    -1 | 5 | 6 | -11 | i | 11 | 2.3 | 3 | 8 | 2.7
CN(C(=O)Nc1ccccc1)n1cnc2ccccc2c1=O
    -8 | -1 | 3 | 3 | i | -3 | -1.7 | 5 | -2 | -0.2
Cc1ccc(/C=C2\SC(=S)N(c3c(C)n(C)n(-c4ccccc4)c3=O)C2=O)cc1
    7 | -1 | -1 | 19 | -3.3 | 18 | 0.5 | 12 | 4 | 1.7
Cc1ccc(C)c(S(=O)(=O)N2CCN(C(=O)C(C)Sc3ccccc3)CC2)c1 (stereo not given)
    -2 | 2 | 5 | -12 | -0.1 | 11 | 2.2 | 44 | 4 | -0.6
CCOC(=O)/C=C1/SCC(=O)N1CC(=O)NC12CC3CC(CC(C3)C1)C2
    5 | -2 | · | -7 | i | · | -0.4 | 0 | · | 1.2
CCN/N=C(\Cc1nc2ccccc2[nH]1)c1ccccc1
    -2 | -2 | 1 | · | -0.3 | 2 | -0.6 | -2 | 0 | 0.6
C=C(C)C1CC=C(C)/C(=N/NC(=O)c2cccs2)C1 (stereo not given)
    0 | 0 | 5 | · | 1.1 | -2 | -0.6 | 2 | 2 | ·
COC(=O)\C(C(C)=O)=C(/C=C/C=C/C=C/N(C)C)N(C)C
    -1 | -1 | -6 | -2 | 2.2 | 23 | -0.1 | -1 | -4 | ·
Cc1noc(C)c1COC(=O)c1csc2c1CCCC2
    2 | 0 | · | -17 | 3.7 | · | -2.0 | -3 | · | 0.0
CS(=O)(=O)n1nc(-c2ccc(Cl)cc2)nc1SCc1ccccc1
    -1 | 3 | -4 | -48 | 0.9 | 5 | 10 | -3 | 3 | ·
Cc1sc2nc(SCc3nc(-c4ccccc4)no3)n(-c3ccccc3)c(=O)c2c1C
    2 | 1 | · | -22 | · | 9 | 0.0 | 4 | 2 | ·
O=C(NCCN1CCOCC1)C1CCCN(S(=O)(=O)c2ccc(F)cc2)C1 (stereo not given)
    -1 | 5 | -4 | -8 | i | 4 | 0.0 | 3 | 1 | 0.1
S=C(NCCc1ccccn1)Nc1cccc(Cl)c1
    0 | 1 | -7 | -6 | -0.2 | 5 | 0.4 | 6 | 5 | 0.1
CCOC(=O)c1c(C)[nH]c(C(=O)OCc2ccccc2)c1C
    1 | -8 | -25 | -9 | -0.6 | -29 | 0.9 | 5 | 0 | 0.5
Cc1ccc(NC(=O)c2ccc3c(c2)CCN3S(C)(=O)=O)c(C)c1
    -6 | 15 | -9 | -6 | -0.2 | 4 | 0.5 | -7 | -4 | -0.5
O=C(CCCOc1ccc(Cl)cc1Cl)Nc1ccc(O)cc1C(=O)O
    -6 | -3 | -8 | -4 | -0.2 | 9 | -0.4 | -5 | 3 | -0.4
Cn1c(=O)c2[nH]c(SCC(=O)c3ccc(F)cc3)nc2n(C)c1=O
    -5 | 1 | 1 | -6 | -0.6 | 4 | -0.3 | -2 | 1 | 1.5
COc1ccc(O)c(CN2CCC(n3nccc3NC(=O)c3ccccc3Cl)CC2)c1
    0 | 0 | · | 9 | i | 20 | -1.0 | -7 | -2 | -0.2
Cc1cnc(C(=O)Nc2ccc(C)c(S(=O)(=O)N3CCCCC3)c2)cn1
    2 | 9 | -2 | 1 | i | · | 0.8 | 1 | · | 0.2
COc1ccc2c(OC)c3ccoc3nc2c1OC
    -1 | 1 | 1 | -4 | -0.2 | 12 | 1.1 | -6 | 1 | -5.5
CN(Cc1ccccc1)C(=O)c1cccc(NC(=O)Cc2ccc(NC(=O)C3CCN(C(=O)C4CCCCC4)CC3)cc2)c1
    4 | -6 | · | -5 | i | · | 0.5 | 22 | · | -1.4
CC(=O)c1c(OCC(=O)O)ccc2c(C)cc(=O)oc12
    -1 | 5 | -2 | -10 | -5.0 | 5 | -0.5 | 4 | 2 | ·
CC1(C)CC2(C)Nc3ccccc3N2C(=S)N1 (stereo not given)
    2 | 2 | 10 | 12 | -0.2 | 2 | -1.3 | -7 | 0 | ·
